CRFR2-BP antag = CRF-BP/CRF-R2 complex antagonism; HEK293 CRF-R2/CRF-BP, CRF-induced calcium fluorescence; inhibition, % at 11.8 µM; 350,000 compounds, 0.59% hits; AID 588475;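 active = inhibition of the ligand-induced calcium signal above about 50% at the single tested concentration, limit read from the data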
CHRM5 antagonist = CHRM5 antagonism in calcium assay | CHO-hM5 cells, Fluo-8 calcium fluorescence, ACh EC80 | inhibition, % at 3 µM | 360,000 compounds, 0.59% hits | AID 624040;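 active = inhibition above a per-plate cutoff, the mean of that plate's test compounds plus 3 SD, cut at about 27% in these data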;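 also: 0% = acetylcholine EC80 with DMSO and 100% = DMSO without agonist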
Target sequence (P08912 whole entry, looked up): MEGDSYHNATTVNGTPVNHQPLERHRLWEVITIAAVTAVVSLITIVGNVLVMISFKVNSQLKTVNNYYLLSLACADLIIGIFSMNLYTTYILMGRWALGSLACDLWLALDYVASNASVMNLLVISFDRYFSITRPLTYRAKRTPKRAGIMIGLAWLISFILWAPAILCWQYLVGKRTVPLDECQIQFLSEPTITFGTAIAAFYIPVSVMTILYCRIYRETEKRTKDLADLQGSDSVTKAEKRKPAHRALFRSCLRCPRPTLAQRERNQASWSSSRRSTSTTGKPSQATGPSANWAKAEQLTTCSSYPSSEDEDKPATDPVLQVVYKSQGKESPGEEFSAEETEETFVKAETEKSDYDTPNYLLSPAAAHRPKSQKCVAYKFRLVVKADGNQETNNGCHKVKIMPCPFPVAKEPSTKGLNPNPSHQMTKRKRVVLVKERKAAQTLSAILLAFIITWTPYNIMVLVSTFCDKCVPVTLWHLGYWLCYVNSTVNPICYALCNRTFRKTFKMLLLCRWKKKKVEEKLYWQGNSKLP
CHRM4 antagonist = CHRM4 antagonism in calcium assay | P08173 | CHO-hM4 cells, ACh EC80, Fluo-8 calcium fluorescence | inhibition, % at 3 µM | 360,000 compounds, 0.73% hits;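 active = inhibition above its plate's cutoff, the mean inhibition of sample wells plus 3 SD, cut at about 27% in these data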;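 also: 0% = acetylcholine EC80 with DMSO and 100% = DMSO without agonist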
Target sequence (P08173 whole entry, looked up): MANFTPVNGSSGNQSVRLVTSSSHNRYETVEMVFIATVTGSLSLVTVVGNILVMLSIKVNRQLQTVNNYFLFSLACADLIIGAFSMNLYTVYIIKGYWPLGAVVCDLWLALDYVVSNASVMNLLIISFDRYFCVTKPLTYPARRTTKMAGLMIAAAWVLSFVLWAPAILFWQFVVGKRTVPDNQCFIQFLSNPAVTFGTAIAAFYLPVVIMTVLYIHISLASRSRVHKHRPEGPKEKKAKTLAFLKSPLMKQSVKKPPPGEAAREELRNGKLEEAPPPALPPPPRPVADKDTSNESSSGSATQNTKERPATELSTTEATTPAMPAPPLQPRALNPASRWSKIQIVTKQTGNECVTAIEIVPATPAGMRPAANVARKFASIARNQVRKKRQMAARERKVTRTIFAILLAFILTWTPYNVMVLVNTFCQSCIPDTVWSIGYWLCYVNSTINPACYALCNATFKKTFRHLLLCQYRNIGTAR
M4 ag = CHRM4 agonism in calcium assay; AID 624127; activation, % at 3 µM; CHO-K1 hM4/Gqi5, Fluo-8 calcium fluorescence; vehicle 0%, full acetylcholine response 100%; 360,000 compounds, 0.14% hits;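 active = activation above the run mean over all test wells plus 3 SD, cut at about 32% in these data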;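 also: peak over basal fluorescence ratio per well then scaled between controls; 0% = DMSO wells and 100% = acetylcholine at EC100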
M5 ag = CHRM5 agonism in calcium assay; 360,000 compounds, 0.19% hits; AID 624037; P08912; activation, % at 3 µM; CHO-K1 hM5 cells, Fluo-8 calcium fluorescence; 0% DMSO wells, 100% maximal acetylcholine response;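 active = activation above the run's mean over test compounds plus 3 SD, cut at about 23% in these data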;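 also: signal is peak over basal fluorescence ratio across the kinetic read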
M5 PAM = positive allosteric modulators of human muscarinic M5 receptor | AID 624038 | activation, % at 3 µM | CHO-K1 hM5, Fluo-8 calcium, ACh EC20 PAM; 0% = ACh EC20, 100% = ACh EC100 | 360,000 compounds, 0.3% hits;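 active = activation above the run cutoff, the mean activation of all test compounds plus 3 SD, cut at about 18% in these data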
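Assay system – human M5 receptor in CHO-K1 cells · Read-out – % activation, ACh-normalized · Technique – Fluo-8 calcium fluorescence · Dosing – single-point, 3 µM nominal · Incubation – Fluo-8 loading 80 min at 37 °C plus 30 min room temperature · Repeats – singlicate, one well per test compound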
CHRM1 PAM = human CHRM1 positive allosteric modulation | P11229 | CHO-K1 hM1, Fluo-8 calcium fluorescence, ACh EC20; 0% = ACh EC20, 100% = maximal ACh | activation, % at 3 µM | 360,000 compounds, 0.088% hits | AID 588819; in the data active = activation above about 19%, passing the limit was not always enough
CHRM4 PAM = potentiates acetylcholine response at human M4 receptor | P08173 | 360,000 compounds, 0.4% hits | CHO-K1 hM4/Gqi5, Fluo-8 calcium fluorescence, ACh EC20; 0% = ACh EC20, 100% = maximal ACh | activation, % at 3 µM | AID 624126;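 active = activation above its plate's cutoff, the mean activation of sample wells plus 3 SD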; also: some results filed as inactive read as strong as hits
CRFBP-R2 agonist = CRF-BP/CRF-R2 complex agonism | HEK293 CRF-R2/CRF-BP, calcium dye fluorescence (FLIPR); percent of saturating CRF peptide response | activation, % at 13.2 µM | 350,000 compounds, 0.46% hits;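 active = activation of at least 50%, plus an integration ratio under a set limit after plate pattern correction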;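 also: plate controls were neutral control wells without compound for no effect and CRF at EC100 for full effect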
The depositor's hits bear a star.

SMILES | CRFR2-BP antag | CHRM5 antagonist | CHRM4 antagonist | M4 ag | M5 ag | M5 PAM | CHRM1 PAM | CHRM4 PAM | CRFBP-R2 agonist
O=C(COc1ccc2ccccc2c1)NNC(=O)c1cnccn1 | 0 | 2 | -6 | 0 | 2 | -2 | 9 | 7 | -0.3
CC(C)c1c(C(=O)N/N=C/c2ccc(OCc3ccccc3)cc2)nnn1-c1nonc1N | -18 | -1 | 1 | 0 | 2 | 8 | 0 | 1 | 1.0
O=C(CCSc1ccccc1)NCC1CCCO1 (configuration not stated) | 30 | -2 | -5 | 1 | 0 | 6 | 1 | 10 | -0.2
CSc1ccc(CCNC(=O)CCc2nnc3ccc(N4CCCC4)nn23)cc1 | 4 | 0 | -21 | 7 | 1 | -2 | 4 | 2 | 0.9
NC(=O)c1ccc(Nc2ccc3nonc3c2[N+](=O)[O-])cc1 | 1 | 21 | 7 | 0 | -5 | -9 | -1 | -6 | -0.3
Cn1cc(/C=C(\C#N)C(=O)Nc2ncc(Cc3ccc(Cl)cc3)s2)c2ccccc21 | -43 | 3 | -2 | 0 | -1 | -1 | 6 | 13 | 14
O=S(=O)(/C=C/c1ccccc1)NCCc1ccccn1 | -7 | 2 | 0 | 1 | 0 | 2 | 9 | 6 | -0.6
O=C(c1ccccc1)N(CCN1CCOCC1)C1(C(=O)Nc2ccccc2)CCCCC1 | 2 | -3 | -3 | 0 | 1 | -1 | 6 | 19 | -0.7
CCCCN1C(=O)C(CC(=O)NCc2cccc3ccccc23)CC(C(=O)N(CC)CC)=C1C (configuration not stated) | 6 | 1 | -9 | 3 | 0 | 5 | 9 | 5 | -2.3
CCCc1ccc(OCc2ccc(C(=O)N3CCSCC3)o2)cc1 | 13 | 4 | -11 | 3 | -3 | -2 | 7 | -4 | -0.1
COc1ccc(NC(=O)COC(=O)CC2CCCC2)cc1 | 11 | 9 | -7 | 1 | 2 | 3 | 10 | 4 | -2.3
COc1cc(OC)cc(C(=O)n2nc(C)cc2C)c1 | 0 | 4 | 3 | 1 | 2 | -5 | 5 | 5 | -0.5
COc1ccc(C)cc1NC(=O)COC(C)=O | -13 | -4 | 2 | 0 | 1 | 3 | 2 | 5 | 2.0
COc1cccc(C#Cc2ccc3c(c2)O[C@@H](CN(C)C(=O)c2ccccn2)[C@@H](C)CN([C@H](C)CO)S3(=O)=O)c1 | 1 | 13 | -8 | 11 | 0 | -8 | -7 | -4 | 1.1
O=C(CCCc1ccccc1)NCc1cccnc1 | 3 | 3 | 2 | 1 | -4 | -7 | 2 | -8 | -1.9
NCCCC[C@H](N)c1nnc([C@H](CC(=O)O)NC(=O)C2CCNCC2)o1 | 8 | -6 | 7 | 0 | 6 | 8 | -5 | 8 | -2.2
O=C(Nc1ccc(F)cc1F)NC1CC1 | -14 | -5 | 0 | 1 | -1 | -5 | 12 | -2 | 0.3
CC(=O)c1ccc(O)c(CSc2nncn2C)c1 | -4 | 8 | -3 | -1 | 0 | -2 | 7 | -3 | -0.1
Cc1ccc(NC(=O)CCC(=O)NNS(=O)(=O)c2ccccc2)cc1C | 2 | 12 | 6 | 0 | -1 | 2 | 1 | 2 | 1.6
CC(=O)N1CCN(S(=O)(=O)c2ccccc2)C1c1ccccc1 (configuration not stated) | 1 | 1 | 0 | 1 | 2 | 0 | 10 | 10 | -1.1
COc1cccc(/C=C/C(=O)c2ccc(NC3=NCCCS3)cc2)c1 | 8 | -9 | 0 | 7 | -9 | -1 | -22 | -13 | -1.1
COc1ccc(OCC(O)Cn2c(=N)n(CCN3CCOCC3)c3ccccc32)cc1 (configuration not stated) | -2 | 4 | -2 | 0 | -8 | 6 | -7 | -3 | 0.9
Nc1c(NC2CCCCC2)c2ccccc2oc1=O | -16 | -6 | 4 | 0 | 2 | 4 | -3 | -2 | -1.0
COc1ccc(C(NC(=O)/C=C/c2ccco2)c2ccc(OC)cc2)cc1 | 32 | -2 | 5 | -2 | -1 | 3 | 13 | 10 | 1.4
CCC(C)[C@H]1CN=C(N)N1CCc1cccc2ccccc12 (some centres not stated) | -2 | 20 | 18 | 0 | -11 | -30 | -28 | -9 | -3.3
Cc1[nH]c2ccccc2c1C(=O)COC(=O)c1ccc[n+]([O-])c1 | 0 | 0 | 2 | 1 | 4 | 3 | 8 | 18 | 1.3
CCc1ccc(S(=O)(=O)Nc2c(C)nn(C)c2C)cc1 | -14 | 6 | -1 | 8 | 4 | -7 | -2 | -6 | 3.4
COc1ccc(CCN2C(=O)CN=C2Nc2ccc(F)cc2)cc1OC | 7 | -7 | 14 | 0 | -1 | -1 | 2 | -12 | 1.3
Cc1cccc(Cn2c(C)nc3ccc([N+](=O)[O-])cc3c2=O)c1 | 23 | 12 | 8 | 8 | 1 | -8 | 10 | -9 | 0.9
CC(NC(=O)c1ccc2c(c1)OCO2)C1CCCO1 (configuration not stated) | 9 | -1 | 6 | 0 | -2 | -1 | -4 | 11 | -0.1
CC(SC1=Nc2ccccc2C2CC=NN12)C(=O)NC1(C#N)CCCCC1 (configuration not stated) | 22 | -4 | -7 | 0 | -4 | 2 | 13 | 4 | 0.5
COc1ccc(CCNC(=O)CSc2nc3[nH]ncc3c(=O)[nH]2)cc1OC | -1 | 8 | 7 | 1 | -3 | 0 | 11 | 2 | -1.8
O=S(=O)(N/N=C\c1ccc2c(c1)OCO2)c1ccc(Cl)cc1 | 7 | 0 | -1 | 1 | 3 | 0 | 9 | 9 | 0.8
CCC(=O)c1ccc(OCC(=O)NCC2COc3ccccc3O2)cc1 (configuration not stated) | -7 | -2 | 3 | 4 | 2 | -5 | -10 | 4 | 0.2
O=C(Nc1cccc(-n2cccn2)c1)C1CCCN(Cc2ccc(C#CCCO)cc2)C1 (configuration not stated) | -4 | -1 | -1 | 4 | -1 | 1 | -7 | -6 | 0.6
CC(=O)N1CCN(S(=O)(=O)c2cccc(C(=O)OCC(=O)N(CCC#N)c3ccc(F)cc3)c2)CC1 | 4 | 0 | -6 | 0 | -3 | 8 | 11 | 5 | -1.5
Cc1nc2c(c(=O)n1CCC1=CCCCC1)c1nc3ccccc3nc1n2/N=C/c1ccccc1 | 5 | -11 | 1 | 1 | 2 | 7 | 8 | 18 | -1.8
COC(=O)C1CCN(c2cc(=O)n(-c3ccccc3Cl)c(=O)[nH]2)CC1 | 4 | -7 | 8 | 1 | 1 | -1 | 4 | 7 | 0.1
CC(=O)N1c2ccc(S(=O)(=O)NCC3CCC(C(=O)NC4CCCCC4C)CC3)cc2CC1C (configuration not stated) | 13 | 15 | 8 | 6 | -3 | -5 | -3 | -8 | -0.6
NC(=O)c1ccc(C(=O)c2ccc([N+](=O)[O-])cc2)cc1 | 16 | -1 | 3 | 1 | 6 | -4 | 4 | -3 | 1.4
CC(C)(C)c1ccc(C(=O)NC(=O)COC(=O)c2ccco2)cc1 | 3 | -4 | 4 | 0 | -3 | -1 | 7 | -1 | 0.6
Cc1ccc(S(=O)(=O)NCCC(=O)NC2CCN(Cc3ccccc3)CC2)cc1 | 1 | 7 | -1 | 1 | -2 | -4 | 3 | -6 | -1.5
Cc1nnc(NC(=O)CSc2nc3[nH]ncc3c(=O)[nH]2)s1 | 5 | 6 | 7 | 0 | 0 | 2 | 3 | -6 | -0.5
Cc1ccc(S(=O)(=O)N2CCOC2CNC(=O)C(=O)NCc2ccc3c(c2)OCO3)cc1 (configuration not stated) | 0 | 4 | 1 | 6 | -4 | -3 | 9 | -2 | 0.4
Cc1cccc(NC(=O)CNC(=O)COc2ccc(-c3ccc(C#N)cc3)cc2)c1C | 7 | 8 | 1 | 4 | 0 | -10 | 2 | 1 | 0.6
O=C(O)CCC(=O)N1CCOc2ccc(Cl)cc21 | -3 | -6 | -4 | 0 | 0 | 4 | 4 | 14 | 1.4
Cc1ccccc1CSCCNC(=O)Nc1ccccc1 | -10 | -8 | -14 | 2 | -4 | -8 | 8 | -3 | 0.6
Cn1cccc1-c1cc(C(=O)N/N=C/c2cc(Br)ccc2O)[nH]n1 | -23 | 15 | 19 | 7 | 0 | -4 | 3 | 1 | 2.5
O=[N+]([O-])c1ccc(N2CCN(C(=S)NC3CCCCC3)CC2)cc1 | 14 | 13 | 18 | 12 | -1 | -26 | -21 | -13 | -0.6
CC(=O)O[C@@H]1C[C@H]2C(C)(C)C(=O)C=C[C@]2(C)[C@H]2CC[C@@]3(C)[C@H](c4ccoc4)OC(=O)[C@H]4O[C@]43[C@@]21C | -9 | 1 | 9 | 8 | 6 | 5 | 8 | 4 | 41
CC1Oc2ccccc2OC1(O)c1ccccn1 (configuration not stated) | 13 | 5 | 0 | 0 | -3 | -1 | 7 | 3 | -0.9
Cc1c(-n2c(SCC(=O)O)nnc2-c2ccccc2Cl)c(=O)n(-c2ccccc2)n1C | 10 | 5 | -11 | 1 | -2 | -6 | 2 | 0 | 2.0
CN(CC(=O)Nc1cccc(F)c1)C(=O)c1cccc(S(=O)(=O)N2CCN(c3ccc(F)cc3)CC2)c1 | -3 | 7 | -1 | 20 | -2 | -21 | -4 | -6 | 0.7
Nc1ccc2oc(=O)c(-c3ccccc3)cc2c1 | -4 | 1 | -3 | 1 | -3 | 4 | 2 | 0 | -1.3
COc1ccc(N(CC(=O)Nc2ccccc2F)S(=O)(=O)c2ccc(C)c([N+](=O)[O-])c2)cc1 | -5 | -8 | 6 | 0 | -3 | 10 | 10 | 6 | 4.6
COc1cccc(C(=O)NC(=S)Nc2ccc(Cl)c(C(=O)O)c2)c1 | 20 | -1 | 0 | 1 | 0 | -8 | 9 | 12 | 4.5
Brc1ccccc1C1Nc2cccc3cccc(c23)N1 | 6 | 8 | 7 | 1 | 2 | -3 | 10 | -1 | 4.6
Cc1ccc(S(=O)(=O)N2CCC(C(=O)Nc3ccc4c(c3)OCO4)CC2)cc1 | 14 | -1 | 0 | -1 | -2 | -2 | 1 | 25 | 2.2
O=C(OCc1cn([C@@H]2CN(C(=O)c3cccs3)[C@@H](c3ccccc3)C[C@H]2O)nn1)c1ccccc1 | -18 | 0 | -9 | 17 | 3 | -2 | -9 | -5 | -0.8
O=C(O)Cc1ccc(NC(=O)Cc2ccc3ccccc3c2)cc1 | 7 | 3 | 1 | 2 | 0 | -2 | 10 | -1 | -0.9
O=C(c1cc(C2CC2)on1)N1CCCC(N2CCN(c3cccc(C(F)(F)F)c3)CC2)C1 (configuration not stated) | -8 | 4 | 2 | -1 | -4 | 1 | 6 | -4 | -1.5
COc1c([N+](=O)[O-])c(=O)oc2ccccc12 | 4 | 0 | -1 | 2 | -2 | 0 | 1 | 3 | 1.4
